Lipid droplet = hepatic lipid droplet formation modulation. AML12 mouse hepatocytes, oleate lipid droplets, BODIPY imaging. actives 0.4% (n = 240,000). inhibition, % at 6.5 µM. AID 1656;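 active = lipid droplet intensity inhibited by at least 50%, with more than 500 cells counted; inconclusive = wells with under 300 cells, treated as cytotoxic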
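Material: mouse AML12 hepatocyte cell line, fixed after treatment; Timing: compound with oleate, overnight; Technique: high-content imaging of BODIPY-stained droplets and DAPI nuclei; Probe or stimulus: oleate, 100 µM final; Dosing: compound at 6.5 µM only.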
Dynein transport = dynein cargo transport inhibition | actives 0.47% (n = 220,000) | z-score, hits read low | 3617.4 mouse cells, GR-EGFP nuclear translocation imaging; test concentration mostly 20 µM; stimulated with dexamethasone, 1 µM; active compounds read low | AID 1381;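 active = plate z-score of nuclear minus cytoplasmic receptor signal below a set negative limit, without overly bright fluorescence or cell loss, cut at about -3.5 in these data, passing the limit was not always enough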;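 also: z-score of nuclear minus cytoplasmic ring GR-EGFP intensity difference per well; some compounds called inactive have numbers as strong as hits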
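medium = tetracycline-free induction medium containing charcoal-stripped FBS | also added = 1.0 µM final dexamethasone stimulus | schedule = 48 h induction, 1 h compound, 30 min dex at 37 °C | technique = fixed, Hoechst-stained cells imaged at 10x for EGFP | measure = GR-EGFP nuclear translocation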
Insulin prom up = MIN6 insulin promoter up-regulation. z-score at 5 µM. MIN6 insulin promoter-GFP reporter, high-content imaging; active compounds read high. actives 0.3% (n = 190,000);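 active = z-score above 3 at 5 µM with at least 500 cells counted in the well; inconclusive = wells under 500 cells, flagged as cytotoxic or low count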
WT yeast gro inh = growth inhibition of WT yeast, mitochondrial fusion screen | actives 2.1% (n = 190,000) | inhibition, % at 10 µM | mitochondrial fusion phenotypic screen, WT strain; in the data active = inhibition above about 58%; tested in S. cerevisiae
Autophagy mod = modulators of autophagy. actives 0.98% (n = 190,000). MEF GFP-LC3 puncta imaging; test concentration mostly 10 µM. calls only at 10 µM (by protocol);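 active = percentage of spot-positive cells more than 3 SD above its plate mean, without a fluorescence outlier flag or 80% toxicity; inconclusive = no clear call, values can overlap the other calls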;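 also: spot-positive cell cutoff set from DMSO-treated cells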
MT stabilize HCS = stabilizes microtubules in HeLa cells; HeLa tubulin immunostaining HCS, 24 h; share of cells brighter than vehicle mean+2SD; AID 2205; actives 0.83% (n = 200,000); % tubulin-high responders, % at 10 µM;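 active = plate Z-score above 3 for both tubulin-high and condensed-nucleus cell shares, with cell loss under 80%, at 10 µM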;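 also: anti alpha tubulin signal scored within the nucleus-defined area of each cell; some results filed as inactive read as strong as hits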
XIAP antagonists = XIAP antagonists, biochemical, IAP family, fluorescence polarization (AID 1018). displacement, % at 20 µM, or IC50 in µM where a hit was titrated. actives 0.007% (n = 200,000). XIAP BIR domain, fluorescence polarization peptide displacement; higher % means a stronger effect; in the data active = displacement above about 50%; also: a part of the inactive calls stands beside numbers as strong as those of hits
ER stress rescue = rescue of cells from ER stress-induced death, primary screen, 384-well, CSM14.1, thapsigargin, ATP luminescence (AID 1222); 190,000 tested, under 10 active; one-dose cellular ATP content (survival), % at 20 µM; EC50 in µM for titrated hits; CSM14.1 thapsigargin-induced death rescue, ATP luminescence; higher % means a stronger effect;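 active = EC50 below 50 µM in the dose-response confirmation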;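 also: death triggered by thapsigargin at about 15 µM added after 2 h compound pretreatment; cell ATP read after overnight thapsigargin exposure of roughly 18 to 22 hours; normalized against plate controls of thapsigargin alone and 5% DMSO vehicle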
bCat nuc transl = alters nuclear translocation of beta-catenin in HeLa cells. AID 1665. immunofluorescence imaging. nuclear translocation activity, % at 5 µM. actives 0.3% (n = 190,000);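 active = nuclear translocation activity above 50% at 5 µM, with a well cell count of 50 or more; inconclusive = wells under 50 cells across six images, flagged as toxic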;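 also: per-cell ratio of nuclear to cytoplasmic median beta-catenin stain intensity; plate controls were DMSO negative control for no effect and GSK-3 inhibitor IX positive control for full effect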
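test system = HeLa cells, endogenous beta-catenin | dosing = single 5 µM dose plus 0.02–20 µM confirmation series | times = compound treatment 24 h, 37°C, 5% CO2 | technique = beta-catenin immunofluorescence imaging with DAPI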
WT yeast gro inh mutant strain = second read-out of WT yeast gro inh, no call of its own (marks repeat the call); inhibition, %; mitochondrial fusion phenotypic screen, mutant strain inhibition
Dynein transport cytoplasmic EGFP = also measured in Dynein transport; calls as there; z-score; measured here: cytoplasmic GR-EGFP intensity; active compounds read high
Dynein transport nuclear GR-EGFP = recorded beside Dynein transport, whose call it bears; z-score; measured here: nuclear GR-EGFP intensity;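 lower value marks the stronger effect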
Dynein transport cell count = also measured in Dynein transport; calls as there; z-score; measured here: cell count per field
Insulin prom up cell count = recorded beside Insulin prom up, whose call it bears; cell count; measured here: cytotoxicity, nuclei count;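 total cells summed across four imaged fields per well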
Lipid droplet cells 6.5 µM = recorded beside Lipid droplet, whose call it bears; cell count; measured here: cell count, cytotoxicity flag;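 cells counted across two imaged fields per well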
bCat nuc transl cell count 5 µM = recorded beside bCat nuc transl, whose call it bears; cell count; measured here: cell count, cytotoxicity flag
MT stabilize HCS Hoechst-high % = second read-out of MT stabilize HCS, no call of its own (marks repeat the call); % Hoechst-high responders; measured here: nuclear condensation Hoechst responders;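 share of cells brighter than vehicle mean plus two SD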
MT stabilize HCS cytotoxicity % = second read-out of MT stabilize HCS, no call of its own (marks repeat the call); toxicity, %; measured here: cytotoxicity by cell density;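 0% = mean cell density of plate MIN control wells and 100% = no cells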
Autophagy mod cell loss 18 h = also measured in Autophagy mod; calls as there; toxicity, %; measured here: cell loss, nuclei count;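 cell loss after 18 h compound exposure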
Active calls of the source: *; i = inactive; ? = inconclusive; . = no result given.

SMILES	Lipid droplet	Lipid droplet cells 6.5 µM	Dynein transport	Dynein transport cytoplasmic EGFP	Dynein transport nuclear GR-EGFP	Dynein transport cell count	Insulin prom up	Insulin prom up cell count	WT yeast gro inh	WT yeast gro inh mutant strain	Autophagy mod	Autophagy mod cell loss 18 h	MT stabilize HCS	MT stabilize HCS Hoechst-high %	MT stabilize HCS cytotoxicity %	XIAP antagonists	ER stress rescue	bCat nuc transl	bCat nuc transl cell count 5 µM
O=C(COC(=O)c1ccc(Br)cc1)NCc1ccc(F)cc1	5	672	-1.3	-0.28	0.00057	0.91	0.2	1208	24	23	i	0	6.9	2.5	8.6	-1.8%	-1.7%	-1.1	1057
CCC(C)n1c(SCC(=O)NCCc2ccc(S(N)(=O)=O)cc2)nc2ccsc2c1=O (stereo not drawn)	-10	727	-1	-0.27	-0.012	0.81	-0.15	1146	5	-13	i	-5	4.4	1.0	9.8	-2.0%	-0.9%	-3.9	456
CCNC(=O)NCCNC(=O)c1cc(OCC(F)(F)F)ccc1OCC(F)(F)F	15	676	-0.87	-0.38	-0.21	1.8	0.85	1252	-11	18	i	5	7.1	0.8	4.8	-5.9%	-0.7%	3.1	1069
O=C(CNC(=O)C1COc2ccccc2O1)N/N=C\c1cccc(O)c1 (stereo not drawn)	3	698	-0.81	-0.28	-0.62	0.73	-0.46	1393	-12	-4	i	20	2.4	1.4	3.4	6.3%	-3.0%	-0.7	953
CCSc1nnc(NC(=O)C2CCN(S(=O)(=O)c3ccccc3C(F)(F)F)CC2)s1	-14	520	0.96	-0.25	0.83	-0.86	-0.28	1270	-27	12	i	-7	1.1	1.8	12	-8.2%	0.2%	0.9	1026
Cc1nonc1-c1ccc2c(c1)OCO2	14	742	1.1	-0.3	0.35	-0.47	-0.18	1341	.	.	.	.	.	.	.	.	.	4.7	1000
CCn1cc(/C=C/C(=O)c2ccc(O)cc2)c(C)n1	20	665	-1.1	-0.0079	-0.32	0.38	.	.	8	7	i	20	1.3	0.8	0.4	-2.8%	-3.6%	-0.6	1009
Cc1ccc(CNC(=O)c2cc3c(=O)n4ccccc4nc3n(Cc3ccco3)c2=N)cc1	.	.	.	.	.	.	-0.35	1153	.	.	.	.	.	.	.	9.5%	3.9%	-3.5	951
COc1cc(/C=C/C(=O)OCC(=O)NC(=O)NC23CC4CC(CC(C4)C2)C3)ccc1OCC#N	5	590	0.58	-0.24	0.65	-0.57	-0.17	1408	21	6	i	9	0.9	1.9	6.3	-0.1%	-1.2%	-5.4	597
Nc1ccc(Br)cc1-c1nc2ccccc2[nH]c1=O	-34	619	0.32	-0.33	0.081	-0.0093	-4.9	525	-2	-16	i	4	2.3	0.6	2.2	-4.1%	0.3%	-3.7	1073
CCc1nc2ccccc2c(=O)n1NC(=O)c1c(O)c2ccccc2[nH]c1=O	7	758	0.5	-0.16	0.76	-0.69	-0.51	1071	-8	-11	i	-3	4.2	2.5	9.5	-5.7%	-3.8%	-4.8	1205
COc1ccc([C@H]2C=C3CN(C(=O)OC(C)(C)C)S(=O)(=O)[C@H]3C[C@H]2OC(=O)c2ccc(C(F)(F)F)cc2)cc1	17	772	-0.61	-0.79	-0.34	0.35	-0.55	1087	.	.	.	.	.	.	.	.	.	-0.7	1239
C=CCn1c(=NC(=O)c2ccco2)sc2cc(C(=O)OC)ccc21	4	681	-0.81	-0.23	-0.56	0.14	-1.1	1183	0	-6	i	-9	2.4	3.2	5.3	-14%	4.5%	-2.4	1117
CN(C)c1cc(N/N=C\c2ccccc2)nc(N(C)C)n1	-4	698	0.31	-0.25	0.28	-0.52	-0.96	1397	59*	45*	i	2	1.4	1.5	2.2	-6.3%	-2.8%	-1.0	1101
COC(=O)COc1ccc(S(=O)(=O)Nc2ccc3c(c2)OCCO3)cc1Cl	-5	723	0.14	-0.14	0.79	-1.4	-0.96	1074	27	10	i	-9	2.0	1.0	8.2	-2.6%	-4.9%	-1.1	1243
COc1ccc(CC(=O)O/N=C(\N)Cc2cccc3ccccc23)cc1OC	6	699	-1.1	-0.25	-0.48	0.73	-0.11	1275	22	1	i	5	6.5	2.1	9.3	-6.6%	-1.5%	-2.4	1142
O=C(Cc1ccc2c(c1)OCCO2)N1CCN(S(=O)(=O)c2cccc(C(F)(F)F)c2)CC1	-19	497	-0.012	-0.21	0.3	-0.38	1.1	1296	0	20	i	-1	2.5	2.2	4.4	-12%	0.1%	-1.3	1136
Clc1ccc(-c2nnc(C3CCCCC3)o2)cc1	-2	772	0.51	-0.2	0.92	0.073	1.3	826	2	-1	i	14	1.9	1.2	8.6	-9.4%	6.8%	-0.4	1084
Cn1c(SCC(=O)N/N=C/c2cccnc2)nnc1-c1ccccc1	19	705	0.04	-0.26	0.68	-0.0057	-0.4	992	.	.	.	.	.	.	.	.	.	-0.1	1328
COc1ccccc1CCc1nnc(CCC(=O)NCC(C)Oc2cccnc2)o1 (stereo not drawn)	3	664	-0.41	-0.27	-0.39	0.68	0.21	1458	-2	13	i	-32	3.4	2.7	1.0	-5.8%	0.3%	-1.3	1014
COc1ccc(S(=O)(=O)NCCC(=O)NC(C)c2ccccc2)cc1 (stereo not drawn)	.	.	-0.37	-0.28	0.0048	0.36	-0.47	1428	14	2	i	-3	4.1	3.3	6.6	-3.0%	-1.4%	5.1	1352
O=C(C1CCC1)N1CCc2cc(S(=O)(=O)NCc3cccnc3)ccc21	.	.	-0.49	-0.34	-0.42	0.92	-3.6	1343	9	8	i	13	5.4	1.6	13	-1.9%	-1.7%	1.2	1362
S=C(NCCCc1ccccc1)Nc1ccccc1Cl	12	563	0.93	-0.038	0.38	-0.71	0.95	1385	68*	58*	i	-20	3.5	4.3	7.7	-6.4%	0.8%	-0.8	929
O=C(NCc1ccc2c(c1)OCO2)c1ccc2c(c1)N(Cc1c(F)cccc1Cl)C(=O)CS2	.	.	0.59	-0.31	-0.093	-0.29	-0.63	1152	42	25	i	5	4.2	1.4	4.2	-0.9%	2.0%	1.6	554
N#Cc1cccc(C(c2nnnn2C2CCCC2)N2CCC(Cc3ccccc3)CC2)c1 (stereo not drawn)	-52	735	-1.2	-0.25	-0.56	1.7	-1.6	975	-5	13	i	-1	2.4	1.2	3.1	-3.0%	2.4%	-3.0	1214
COc1cccc(N2CCN(C3CC(=O)N(c4ccc(C)c(Cl)c4)C3=O)CC2)c1 (stereo not drawn)	7	757	-0.84	-0.16	-0.036	0.58	0.28	1251	0	-16	i	9	4.4	2.0	10.0	-4.7%	1.4%	-1.3	1177
O=C(NCCCO)/C(=C/c1ccco1)NC(=O)c1ccc(Br)o1	14	701	0.55	-0.28	-0.01	-0.48	0.01	1419	-9	-13	i	-1	4.8	1.9	5.8	-6.7%	-1.1%	0.0	965
CC(C)N1CCC(N2CCN(Cc3ccc4nonc4c3)CC2CCO)CC1 (stereo not drawn)	1	729	-0.016	0.03	0.14	0.32	0.88	1092	.	.	.	.	.	.	.	.	.	-0.1	1351
CCn1c(CC(=O)Nc2ccc(C)c(Cl)c2)nnc1SCCOc1ccc(OC)cc1	.	.	0.57	-0.25	-0.69	0.71	.	.	-5	1	i	-1	2.2	2.1	7.5	-4.5%	1.6%	.	.
Cc1noc(C)c1S(=O)(=O)N1CCCC(C(=O)NCCC2=CCCCC2)C1 (stereo not drawn)	.	.	-0.72	0.00018	-0.27	0.18	0	1307	-2	-1	i	-8	1.7	2.2	3.7	-0.3%	1.9%	-2.7	926
O=C(O)c1c[nH]c2c(C(F)(F)F)cccc2c1=O	-11	731	-0.31	-0.03	0.28	-0.21	-0.21	964	-10	2	i	-7	2.5	1.3	2.7	-1.4%	-4.4%	-6.6	1157
Cc1ccc(-c2cc(C(=O)N/N=C/c3c(C)nn(-c4ccccc4)c3C)n[nH]2)s1	?	.	0.74	-0.2	0.26	-1.1	0.04	810	10	-23	i	46	5.6	58	34	-8.4%	-1.4%	122*	327*
Cc1cc(C)c2c(N)c(C(=O)NCC3CCCCC3)sc2n1	-18	780	0.85	-0.034	0.63	-1.5	.	.	12	-17	i	36	1.2	2.3	4.2	-5.2%	-0.9%	-3.1	1239

Bioassay records from PubChem.
